ARNT-TACC3 inh – disrupts binding between human ARNT and TACC3; 390,000 compounds, 0.66% hits; Q9Y6A5; inhibition, % at 9.99 µM; AlphaScreen His-ARNT PAS-B/GST-TACC3 binding, luminescence; TACC3 fragment carries E629A point mutation;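 active = mean inhibition of replicates at least 50% and at least half of replicates each reaching 50%; inconclusive = half or more replicates reach 50% but mean below 50%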;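 also: 0% = complete ARNT plus TACC3 wells and 100% = ARNT alone without TACC3; many hits fall short of the cut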
DENV2 CPE rescue – inhibitors of DENV2 cytopathic effect; 350,000 compounds, 1.7% hits; DENV2-infected cells, cytopathic effect rescue, plate reader; CPE inhibition, % at 9.99 µM; in the data active = CPE inhibition above about 20%, passing the limit was not always enough; inconclusive = no clear call, values can overlap the other calls; tested in BHK-21 cells;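 also: 0% = median of neutral control wells and 100% = median of positive control wells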
GSIS activator – GLuc luminescence reporter in INS-1E cells, primary screen for activators of glucose-dependent secretion of insulin. INS-1E GLuc reporter insulin secretion, 2-3 h. activation, % at 16.6 µM. 370,000 compounds, 0.61% hits. AID 743287;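 active = lowest replicate activation of at least 40%, so every replicate reaches that level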;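 also: 0% = median of neutral control wells and 100% = median of IBMX positive control wells; some compounds called inactive have numbers as strong as hits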
F508del corr – CFTR F508del correction in bronchial cells; CFBE cells, YFP halide quenching; stimulated with forskolin plus potentiator P3; % fluorescence drop versus neutral controls; activity (quench increase), % at 7.58 µM; 350,000 compounds, 0.36% hits;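 active = mean added fluorescence quench of at least 8% versus neutral control, with both replicates also reaching 8%; inconclusive = only one of the mean or replicate conditions met; inactive = mean below 8% and not both replicates reaching 8%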;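 also: cells transiently co-express mutant CFTR-F508del with the halide-sensitive YFP; corrector assay measuring rescue of mutant channel to the surface after 24 h compound exposure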
ERp5 block – inhibitors of human ERp5 | Q15084 | inhibition, % at 9.99 µM | AID 651711 | ERp5 insulin aggregation, absorbance 650 nm, 90 min | 350,000 compounds, 0.05% hits;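 active = mean replicate inhibition above about 25%, with every replicate also reaching it, limit read from the data, passing the limit was not always enough; inconclusive = only one of those two criteria met; inactive = neither criterion met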
Target sequence (Q15084 whole entry, looked up): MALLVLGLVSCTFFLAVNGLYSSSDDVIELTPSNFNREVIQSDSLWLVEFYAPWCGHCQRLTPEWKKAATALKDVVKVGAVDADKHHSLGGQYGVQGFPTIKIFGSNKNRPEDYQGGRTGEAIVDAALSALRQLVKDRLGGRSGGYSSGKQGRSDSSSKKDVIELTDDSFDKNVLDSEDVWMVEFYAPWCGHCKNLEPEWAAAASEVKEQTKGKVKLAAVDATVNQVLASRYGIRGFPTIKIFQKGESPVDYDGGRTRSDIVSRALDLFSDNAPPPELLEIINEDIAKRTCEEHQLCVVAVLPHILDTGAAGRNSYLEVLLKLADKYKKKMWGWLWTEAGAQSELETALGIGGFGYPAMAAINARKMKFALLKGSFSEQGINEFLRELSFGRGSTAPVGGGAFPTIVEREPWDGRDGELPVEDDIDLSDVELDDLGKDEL
Xi reactivation – reactivates the inactive X chromosome in mouse fibroblasts; XiGFP mouse fibroblasts, % GFP-positive cells imaging, 3 d; cells co-treated with 5-aza-dC sensitizer; scaled so ellipticine positive control = 100%; activation, % at 7.58 µM; 360,000 compounds, 0.055% hits; AID 743238;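 active = mean normalized replicate activation at least 10% and every replicate at or above 10%; inconclusive = only one of the two criteria met; inactive = mean below 10% and not all replicates reach 10%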;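 also: 0% = median of on-plate neutral control wells and 100% = ellipticine 6 µM median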
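Material: XiGFP fibroblasts, SV40-immortalized; Buffer or medium: DMEM containing 5-aza-dC; Compound dosing: single point; Times: 3 days compound exposure.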
EWS-Fli block – inhibitors of EWS/Fli oncoprotein transcriptional activity; A673 NR0B1-luciferase reporter, viability-normalised; inhibition, % at 12.6 µM; AID 651661; 350,000 compounds, 0.67% hits;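 active = mean inhibition of at least 50% after viability correction, with every replicate also passing that limit; inconclusive = mean reaches 50% but only one of two replicates passes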;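 also: firefly luciferase signal divided by Alamar Blue viability fluorescence both relative to DMSO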
PAX8 inh HTS – lowers PAX8-driven luciferase in RMG-I cells | inhibition, % at 12.6 µM | RMG-I TPO-luciferase reporter, SteadyGlo, 24 h | 360,000 compounds, 1.2% hits;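 active = mean replicate inhibition at least 60% with every replicate also reaching 60%; inconclusive = only one of the two criteria is met; inactive = mean below 60% and not all replicates reaching 60%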;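 also: luciferase light reporting Pax8 driven TPO promoter activity; plate controls were median of neutral control wells for no effect and mitoxantrone controls for full effect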
Numbers without * were called inactive; ? = inconclusive; · = not tested or not shown; & = joins results of further samples.

SMILES	ARNT-TACC3 inh	DENV2 CPE rescue	GSIS activator	F508del corr	ERp5 block	Xi reactivation	EWS-Fli block	PAX8 inh HTS
O=C(Nc1ccccc1F)N[C@@H]1CC[C@H](CCNS(=O)(=O)c2ccc(F)cc2)O[C@H]1CO	9	-1	-4	1.7	-9	0.0	-6	·
C=CCN=C1NC(c2ccc(C(F)(F)F)cc2)C(C(=O)OC)=C(C)N1C (stereo not drawn)	·	15	-1	2.2	2	-0.1	7	-16
CC1(C)CN(c2ccc(-c3ccnc4ncnn34)cc2)C1=O	-2	14	20	-3.1	1	0.0	0	-4
CCOc1ccccc1NC(=O)N1CCCC1C(=O)NCc1ccco1 (stereo not drawn)	4	?	4	-0.5	1	0.3	·	2
COC(=O)C[C@@H]1C[C@@H]2c3cc(NS(=O)(=O)c4ccccc4)ccc3O[C@@H]2[C@@H](CO)O1	·	2	-3	-0.7	4	0.1&0.1	3	-9
O=C(COC(=O)CNC(=O)c1ccc(Cl)cc1Cl)Nc1ccc(N2CCOCC2)cc1	-4	5	0	0.7	4	0.0	-2	-11
Cc1noc(C)c1S(=O)(=O)Nc1ccc2c(c1)C(=O)N([C@H](C)CO)C[C@@H](C)[C@@H](CN(C)CC1CC1)O2	1	6	16	-4.3	0	-0.5	-4	-8
Cc1ccc(-c2cc(C(=O)N3CCCC3)c3ccccc3n2)s1	14	9	31	-1.3	-5	0.0	·	-44
C[C@H]1CCCCO[C@@H](CN(C)C)[C@@H](C)CN([C@@H](C)CO)C(=O)c2cc(NC(=O)Nc3ccccc3)ccc2O1	2	2	2	-2.0	0	-0.1	-1	-14
Cc1ccc(NC(=S)NC(=O)CC2CC(C)(C)OC2=O)cc1 (stereo not drawn)	-15	-11	4	-0.7	2	-0.1	3	-10
CN(C[C@H]1[C@@H](c2ccccc2)[C@@H](CO)N1C(=O)C1CC1)C(=O)c1ccccn1	-3	?	9	1.7	·	0.2	-5	-5
Cc1ccc(/C=N/NC(=O)C2COc3ccccc3O2)s1 (stereo not drawn)	9	-4	-4	11*	3	0.4	-54	5
C[C@H]1CN([C@@H](C)CO)C(=O)c2cc(NS(=O)(=O)c3cn(C)cn3)ccc2O[C@@H]1CN(C)S(=O)(=O)c1cccs1	-9	-5	-3	1.9	-1	-1.0	3	·
C=CCNC(=S)Nc1ccc2nc(C)oc2c1	-10	-4	5	-0.8	-3	0.0	5	8
Cc1noc(C)c1C(=O)NCCc1ccc(Cl)cc1	-9	2	17	-3.6	3	·	-4	·
Cc1cc(C)c(-c2csc(NC(=O)C3=COCCO3)n2)c(C)c1	6	1	-23	1.1	-4	0.1	13	2
O=C(c1ccc2c(=O)n3c(nc2c1)CCCCC3)N1CCN(c2cccc(Cl)c2)CC1	26	4	-55	-4.0	11	0.6	5	6
COc1ccc(C(C(=O)NCCC(C)C)N(CCO)C(=O)c2snc(C(N)=O)c2N)cc1 (stereo not drawn)	-1	-8	-3	5.9	0	0.2	17	5
COc1ccc(C(=O)NNC2=NC(C)(C)Cc3ccccc32)cc1	-2	·	4	·	·	0.0	·	3
N#C[C@H]1[C@@H](c2ccc(C#CC3CCCC3)cc2)[C@H](CO)N1C(=O)c1cccc(F)c1	·	0	-23	2.0	3	-0.1	1	·
Cc1ccccc1NC(=O)c1cccnc1	2	19	·	-0.6	-3	0.3	-3	0
COc1cccc(CNC(=O)Cc2ccc(NC3=NC4CS(=O)(=O)CC4S3)cc2)c1 (stereo not drawn)	-5	-4	-7	-4.5	-3	0.0	-11	25
O=C(COC(=O)C1COc2ccccc2O1)c1ccccc1 (stereo not drawn)	·	3	13	1.0	-3	-0.1	12	8
CCOc1ccc(NC(=O)CC2SC(N)=NC2=O)c([N+](=O)[O-])c1 (stereo not drawn)	6	-7	-1	1.2	-2	1.0	-9	-5
Cc1nccc(-c2cccc(NC(=O)Nc3ccc(Cl)cc3)c2)n1	6	1	9	-2.1	4	-0.1	-14	-3
Cc1ccccc1C(=O)N1CCC(C(=O)OCc2ccccc2Cl)CC1	-5	-6	-41	1.0	0	-0.2	-9	-4
CCn1c(=O)n(CC(=O)NCC2CCCO2)c(=O)c2c3c(sc21)CCCC3 (stereo not drawn)	1	-1	-1	0.8	2	0.2	-4	-1
CC(C)c1cn(CC[C@@H]2CC[C@H](NC(=O)C3CCCCC3)[C@@H](CO)O2)nn1	-7	-3	15	-1.6	-2	0.0	-1	·
COC(=O)C1=C(CCc2ccccc2)NC(=O)NC1c1ccc(C#N)cc1 (stereo not drawn)	-1	?	-26	1.8	-2	0.1	2	11
Cc1nnc(SCCC(=O)Nc2ccc(Cl)cc2)o1	2	3	6	1.9	4	0.1	3	-17
Cc1ccc(CNC(=O)c2ccc(N3CCC4(CC3)CC(c3cccc(Br)c3)=NO4)c([N+](=O)[O-])c2)cc1	-1	·	·	1.1	-4	0.0	-7	6
Cc1ccc(O)c(NC(=O)c2ccccc2-c2ccccc2C(=O)O)c1	2	-3	0	1.7	2	0.2	12	7
Cc1ccccc1-c1ccc([C@H]2[C@@H](CO)N3CCCCN(C(=O)Nc4ccccc4)C[C@H]23)cc1	18	-6	-9	0.1	-2	0.0	17	12
O=C(C[C@@H]1CC[C@H](NC(=O)Nc2ccccc2F)[C@H](CO)O1)NCc1ccccc1	-15	-2	1	0.7	4	0.2	-2	1
Cc1ccc(-c2noc(=O)n2CC(=O)c2ccc(Cl)cc2)cc1	-1	13	11	-1.1	1	-0.1	-20	8
C[C@@H]1CCCCO[C@@H](CN(C)S(=O)(=O)c2ccc(F)cc2)[C@@H](C)CN([C@H](C)CO)C(=O)c2cc(NC(=O)Nc3ccc(C(F)(F)F)cc3)ccc2O1	-2	88*	41	0.2	1	0.0	-12	32
Cc1ccc2nc(SCC(=O)c3ccc(Cl)s3)[nH]c2c1	5	-2	·	-2.3	-9	·	-45	·
Cc1ccc(Cl)cc1NC(=O)N[C@@H](CC(C)C)C(=O)O	-9	-1	16	-2.8	4	0.0	-2	-8
O=C(c1ccc(F)cc1)N1CC(=O)N2[C@H](CO)[C@@H](c3ccc(C#CC4CCCC4)cc3)[C@H]2C1	·	-9	9	0.3	3	0.0	-9	·
COc1ccc(NC(=O)CN(C)S(=O)(=O)c2ccc3c(c2)CCC(=O)N3)c(OC)c1	12	9	6	-4.9	0	0.8	4	13
Cc1c(C(=O)NCc2ccc3c(c2)OCO3)sc(=O)n1Cc1ccc(-c2ccccc2)cc1	·	-2	4	-1.1	9	0.2	-3	2
CN(C)CC(=O)N[C@H]1CC[C@@H](CCNC(=O)C2CC2)O[C@H]1CO	·	6	18	3.8	4	-0.1	1	·
CC(=O)c1ccc(N2CCN(S(=O)(=O)c3cccc4nonc34)CC2)cc1	·	2	·	-1.7	1	0.0	2	4
COc1ccc(S(=O)(=O)Nc2ccc3c(c2)OC[C@@H](C)NC[C@H](C)[C@H](OC)CN(C)C3=O)cc1	2	-5	2	-2.0	0	-0.1	-5	-15
Cc1ccc(S(=O)(=O)CC(O)COc2ccccc2C#N)cc1 (stereo not drawn)	-2	-4	0	2.2	7	0.0	13	-6
COC(=O)c1ccccc1NC(=O)COC(=O)Cc1ccc(S(=O)(=O)N2CCOCC2)s1	-2	17	21	-1.8	-6	0.1	-3	1
CCOC(=O)c1cc(C(=O)OCC)c(=O)[nH]c1N1CCCC1	·	5	8	·	3	0.0	4	18
COCOCCn1cc(CN2CCS(=O)(=O)N(Cc3ccc(-c4ccc(Cl)c(Cl)c4)cc3)C(C(C)C)C2=O)nn1 (stereo not drawn)	·	8	-13	3.6	-4	-0.1	11	34
COc1ccc(NS(=O)(=O)c2cccc(NC(=O)COc3ccc(OC)cc3)c2)cc1	-7	0	-26	-0.8	3	-0.3	4	29
O=C(CCNC(=O)c1ccccc1)NCC1CCCCC1	7	-6	1	-1.9	4	-0.1	-5	-16
CC(=O)N1[C@H](C(=O)N[C@H](C)c2ccccc2)[C@@H](CO)[C@@H]2Cn3c(cccc3=O)[C@@H]21	9	-1	1	3.5	-2	0.1	4	-13
C[C@@H]1CN([C@@H](C)CO)C(=O)c2cc(-c3ccccc3F)cnc2O[C@H]1CN(C)C(=O)NC1CCCCC1	-4	-9	-6	-1.7	-1	-0.1	0	·
CC(C)C#Cc1cnc2c(c1)C(=O)N([C@H](C)CO)C[C@H](C)[C@H](CN(C)C(=O)Nc1ccc(F)cc1)O2	-1	7	-19	-2.9	2	0.2	34	·
O=C(c1cc(-c2ccc(Cl)cc2)n[nH]1)N1CCc2ccccc2C1	0	8	8	-1.9	1	0.0	·	-1
O=C1CC(N2CCN(S(=O)(=O)c3ccccc3F)CC2)C(=O)N1c1ccccc1Cl (stereo not drawn)	·	-7	-3	-0.8	-1	0.0	-3	-6
CC1(C(=O)NCc2cccc(Cl)c2)Cc2c(-c3cccc(C(N)=O)c3)ccnc2O1 (stereo not drawn)	·	0	-15	-0.3	-6	-0.1	-15	7
CCC(=O)N(C)C[C@@H]1Oc2ncc(-c3ccccc3OC)cc2C(=O)N([C@H](C)CO)C[C@H]1C	-8	-11	4	0.3	13	-0.4	3	·
Cc1cc(SCC(=O)Nc2cccc(S(=O)(=O)NC3=NCCCCC3)c2)nc2ccccc12	-2	-3	-13	-0.2	-2	0.5	-1	6
O=C(c1ccoc1)N1CCN(c2cc(-c3cccc(F)c3)nc3cc(-c4cccc(Cl)c4)nn23)CC1	·	17	-2	2.9	-1	0.0	10	24
O=C1[C@@H](Oc2ccccc2)[C@@H](c2ccncc2)N1c1ccncc1	0	28*	35	3.5	-5	0.0	-4	1

Going on with the list:
SMILES	ARNT-TACC3 inh	DENV2 CPE rescue	GSIS activator	F508del corr	ERp5 block	Xi reactivation	EWS-Fli block	PAX8 inh HTS
CCCCN(C=O)c1c(CC)nc2ccc(C(=O)NCCCN3CCCC3=O)cn12	·	-6	6	1.1	3	0.0	-9	-8
C#CCOCCOCCOCCNc1nc(N2CCN(C(=O)C([C@@H](C)CC)n3cc(C(N)CC(C)C)nn3)CC2)nc(N2CCN(C(=O)[C@H](CCC(=O)O)n3cc(C(N)[C@H](C)CC)nn3)CC2)n1 (stereo partly drawn)	-4	-5	-2	-4.2	2	0.0	-12	-5
COc1ccccc1NC(=O)c1ccc2c(c1)OCO2	-6	-5	-4	-6.1	1	0.0	-116	-75
COc1ccc(S(=O)(=O)N2CCN(C(=O)CN3C(=O)NC(C)(C)C3=O)CC2)cc1	3	-3	9	-2.2	4	0.1	-10	-17
CO[C@@H]1CN(C)C(=O)c2ccc(NC(=O)Nc3ccccc3)cc2OC[C@H](C)N(C(=O)Nc2c(C)noc2C)C[C@H]1C	-4	1	0	-2.4	0	0.2	1	·
O=S(=O)(c1ccccc1)N1CCn2c(nc3ccccc32)C1	-2	-13	-16	-3.3	4	-0.1	-15	-14

In the list so far, 3 contain an NH in an aromatic ring.
SMILES	ARNT-TACC3 inh	DENV2 CPE rescue	GSIS activator	F508del corr	ERp5 block	Xi reactivation	EWS-Fli block	PAX8 inh HTS
Cc1ccc2nc(SCC(=O)c3ccc(Cl)s3)[nH]c2c1	5	-2	·	-2.3	-9	·	-45	·
CCOC(=O)c1cc(C(=O)OCC)c(=O)[nH]c1N1CCCC1	·	5	8	·	3	0.0	4	18
O=C(c1cc(-c2ccc(Cl)cc2)n[nH]1)N1CCc2ccccc2C1	0	8	8	-1.9	1	0.0	·	-1
